High-throughput results deposited in PubChem by Broad Institute.
SIRT5 inh – inhibitors of human sirtuin-5 desuccinylase. Q9NXA8. Purified SirT5, succinyl-peptide AMC, trypsin-coupled fluorescence. inhibition, % at 15 µM. 330,000 tested, 1.1% active. AID 652115; in the data active = inhibition above about 15%; inconclusive = no clear call, values can overlap the other calls
Target sequence (Q9NXA8 whole entry, looked up): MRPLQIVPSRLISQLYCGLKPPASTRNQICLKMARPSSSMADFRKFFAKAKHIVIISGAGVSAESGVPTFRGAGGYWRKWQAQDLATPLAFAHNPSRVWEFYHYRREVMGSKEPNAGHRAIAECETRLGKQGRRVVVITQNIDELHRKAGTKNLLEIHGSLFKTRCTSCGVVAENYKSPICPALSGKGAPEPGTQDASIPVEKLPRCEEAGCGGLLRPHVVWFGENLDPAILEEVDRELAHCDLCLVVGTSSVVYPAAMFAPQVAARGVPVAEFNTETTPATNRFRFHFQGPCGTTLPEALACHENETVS
Casp6 inh – inhibitors of human caspase-6. purified caspase-6, Z-VEID-R110 cleavage fluorescence. P55212. AID 686996. 350,000 tested, 0.53% active. inhibition, % at 12.5 µM;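 active = mean inhibition across replicates at least about 35%, with every replicate also reaching that limit, limit read from the data; inconclusive = only one of the two criteria met; inactive = neither criterion met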;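 also: 0% = median of neutral control wells and 100% = no fluorescence left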
Target sequence (P55212 24-179 limits assumed): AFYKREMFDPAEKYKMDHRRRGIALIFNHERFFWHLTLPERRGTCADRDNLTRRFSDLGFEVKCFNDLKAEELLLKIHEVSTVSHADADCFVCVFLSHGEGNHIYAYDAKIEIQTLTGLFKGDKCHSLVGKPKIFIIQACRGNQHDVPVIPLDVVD
Target sequence (P55212 194-293 limits assumed): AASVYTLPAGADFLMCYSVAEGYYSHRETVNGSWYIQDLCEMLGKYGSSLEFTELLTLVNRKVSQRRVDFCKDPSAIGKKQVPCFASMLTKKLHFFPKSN
ERp5 block – blocks human ERp5 reductase activity on insulin; Q15084; ERp5 insulin aggregation, absorbance 650 nm, 90 min; inhibition, % at 9.99 µM; 350,000 tested, 0.05% active;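 active = mean replicate inhibition above about 25%, with every replicate also reaching it, limit read from the data, passing the limit was not always enough; inconclusive = only one of those two criteria met; inactive = neither criterion met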
Target sequence (Q15084 whole entry, looked up): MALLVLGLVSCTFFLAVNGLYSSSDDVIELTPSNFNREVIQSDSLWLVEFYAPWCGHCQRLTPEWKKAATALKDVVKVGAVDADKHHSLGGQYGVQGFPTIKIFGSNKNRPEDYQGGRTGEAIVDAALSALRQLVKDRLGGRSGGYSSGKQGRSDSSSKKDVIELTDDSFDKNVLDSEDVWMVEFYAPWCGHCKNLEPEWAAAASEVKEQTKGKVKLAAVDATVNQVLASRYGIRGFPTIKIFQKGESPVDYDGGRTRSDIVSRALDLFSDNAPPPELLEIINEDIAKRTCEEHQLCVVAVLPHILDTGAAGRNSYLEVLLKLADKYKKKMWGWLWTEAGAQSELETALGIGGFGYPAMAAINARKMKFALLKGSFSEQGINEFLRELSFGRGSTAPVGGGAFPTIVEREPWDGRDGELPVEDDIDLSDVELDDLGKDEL
CFTR F508del cor – CFTR F508del correction in bronchial cells; CFBE cells, YFP halide quenching; stimulated with forskolin plus potentiator P3; % fluorescence drop versus neutral controls; activity (quench increase), % at 7.58 µM; 350,000 tested, 0.36% active;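 active = mean added fluorescence quench of at least 8% versus neutral control, with both replicates also reaching 8%; inconclusive = only one of the mean or replicate conditions met; inactive = mean below 8% and not both replicates reaching 8%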;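 also: cells transiently co-express mutant CFTR-F508del with the halide-sensitive YFP; corrector assay measuring rescue of mutant channel to the surface after 24 h compound exposure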
DENV2 CPE – protects cells from dengue virus 2 cytopathic effect; DENV2-infected cells, cytopathic effect rescue, plate reader; CPE inhibition, % at 9.99 µM; 350,000 tested, 1.7% active; AID 651640; in the data active = CPE inhibition above about 20%, passing the limit was not always enough; inconclusive = no clear call, values can overlap the other calls; tested in BHK-21 cells;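 also: 0% = median of neutral control wells and 100% = median of positive control wells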
ERAP1 HTS inh – blocks human ERAP1 aminopeptidase activity. Q9NZ08. recombinant ERAP1, Leu-AMC fluorescence, 60 min. inhibition, % at 10.7 µM. 340,000 tested, 0.15% active. AID 652197;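 active = mean replicate inhibition of at least 30%, or all replicates individually reaching that 30% level; inactive = mean below 30% and not every replicate reaching it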;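 also: 0% = neutral control wells and 100% = L-leucinethiol positive control wells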
miR122 inh – inhibitors of miR-122 in Huh7 cells; Huh7 miR-122 Renilla luciferase sensor, 48 h; neutral wells = 0, positive control = 100; activation (reporter increase), % at 12.5 µM; 340,000 tested, 0.3% active;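 active = mean replicate activation score at least 90 and every replicate individually at or above 90; inconclusive = only one of the two criteria met; inactive = neither criterion met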;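 also: higher luciferase means less miR-122 activity so hits act as miR-122 inhibitors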
* = called active by the depositor; [ ] = remark or other dose. Not a hit list; any-hit rate near 4%.

For COc1ccc2[nH]c(=O)c(CN(CC3CCCO3)C(=S)Nc3ccc(C)cc3)cc2c1 (stereo not given) the results were SIRT5 inh -1, Casp6 inh 5, ERp5 block 6, CFTR F508del cor 0.2, DENV2 CPE 19 and ERAP1 HTS inh -1.
`Cc1ccc2c(c1)cc(C(=O)NCc1ccccc1)n2C` gave SIRT5 inh 4, Casp6 inh 1, ERp5 block -3, CFTR F508del cor -3.3, DENV2 CPE 7, ERAP1 HTS inh 0 and miR122 inh 10.
O=C(Cc1ccsc1)Nc1ccc(Cl)cc1Cl was read as SIRT5 inh -8, Casp6 inh -1, ERp5 block -1, CFTR F508del cor -1.6, DENV2 CPE 3, ERAP1 HTS inh 2 and miR122 inh -4.
Screening COc1ccc(S(=O)(=O)Nc2ccc3c(c2)C(=O)N([C@@H](C)CO)C[C@H](C)[C@H](CN(C)Cc2ccc(C(F)(F)F)cc2)OCCCC[C@@H](C)O3)cc1 returned SIRT5 inh 9, Casp6 inh 1, ERp5 block -1, CFTR F508del cor 4.3, DENV2 CPE -4, ERAP1 HTS inh 0 and miR122 inh 2[16.7 µM].
For CC(C)(C)n1cnc2cc(NCc3ccc(Br)cc3)ccc21 the results were SIRT5 inh -3, Casp6 inh -5, ERp5 block 2, CFTR F508del cor 2.6, DENV2 CPE -3, ERAP1 HTS inh -1 and miR122 inh 18.
`C[C@H](CO)N1C[C@H](C)[C@H](CN(C)C(=O)Nc2ccc3c(c2)OCO3)Oc2c(NS(=O)(=O)c3cccs3)cccc2C1=O` gave SIRT5 inh 2, Casp6 inh 3, ERp5 block 5, CFTR F508del cor 1.8, DENV2 CPE 3, ERAP1 HTS inh 1 and miR122 inh 5[16.7 µM].
`O=C(c1cccs1)N1CCCN(c2ncnc3scc(-c4ccccc4)c23)CC1` gave SIRT5 inh 2, Casp6 inh 4, ERp5 block 2, CFTR F508del cor -2.2, DENV2 CPE -5, ERAP1 HTS inh -1 and miR122 inh 7.
For CCN1/C(=C2/SC(=S)N(NC(C)=O)C2=O)Sc2ccc(Cl)cc21 the results were SIRT5 inh -1, Casp6 inh 3, ERp5 block -5, CFTR F508del cor -0.4, DENV2 CPE -2, ERAP1 HTS inh -1 and miR122 inh -4.
Screening CO[C@H]1CN(C)C(=O)c2cc(NC(=O)Nc3ccc4c(c3)OCO4)ccc2OC[C@@H](C)NC[C@@H]1C returned SIRT5 inh -1, Casp6 inh 1, CFTR F508del cor 0.6, DENV2 CPE 2 and ERAP1 HTS inh 3.
Screening O=C(/C=C/c1ccco1)N1CCN(c2ccc(F)cc2)CC1 returned SIRT5 inh -1, Casp6 inh 4, ERp5 block 2, CFTR F508del cor -1.3, DENV2 CPE 6 and ERAP1 HTS inh 1.
`O=C(NCC1CC1)[C@H]1[C@H](CO)[C@H]2Cn3c(cccc3=O)[C@@H]1N2C(=O)c1ccccc1` gave SIRT5 inh -2, Casp6 inh 1, ERp5 block 4, CFTR F508del cor 0.4, DENV2 CPE -3, ERAP1 HTS inh 0 and miR122 inh 0[16.7 µM].
For CN1c2ccc(Br)cc2[C@H]2[C@H](CCN2S(=O)(=O)c2cccc(F)c2)[C@@H]1CO the results were SIRT5 inh 2, Casp6 inh 4, ERp5 block 5, CFTR F508del cor 0.7, DENV2 CPE 14, ERAP1 HTS inh 1 and miR122 inh 19[16.7 µM].
`CN(C)CCCNC(=O)c1ccc(/C=N/O)nc1` gave SIRT5 inh 1, Casp6 inh -11, ERp5 block -54, CFTR F508del cor 0.7, DENV2 CPE -8, ERAP1 HTS inh -4 and miR122 inh -2.
Screening O=C(OCc1cc(=O)n2ccsc2n1)c1ccccc1NCCO returned SIRT5 inh -1, Casp6 inh 13, ERp5 block 14, CFTR F508del cor -4.7, DENV2 CPE 3, ERAP1 HTS inh -7 and miR122 inh -2.
Screening Cc1ccc(S(=O)(=O)N2CCCCC2)cc1C(=O)OC1CCCCC1=O (stereo not given) returned SIRT5 inh -4, Casp6 inh 2, ERp5 block -5, CFTR F508del cor -1.6, DENV2 CPE 1 and ERAP1 HTS inh 6.
`CC(C)n1nnnc1C1c2ccccc2C(=O)N1CCOc1ccccc1` (stereo not given) gave SIRT5 inh -5, Casp6 inh 0, ERp5 block 2, CFTR F508del cor -0.5 and DENV2 CPE 10.
Screening COc1ccc(C2CC(c3cccs3)=NN2C(=O)COC(=O)c2cc3ccccc3cc2O)cc1OC (stereo not given) returned SIRT5 inh -3, Casp6 inh 1, ERp5 block 2, CFTR F508del cor -2.6, DENV2 CPE -2, ERAP1 HTS inh 0 and miR122 inh 2.
Screening CCOc1ccc(N2CC(C(=O)N3CCCCCC3)CC2=O)cc1 (stereo not given) returned SIRT5 inh -3, Casp6 inh -4, ERp5 block -3, CFTR F508del cor 1.6, DENV2 CPE -7 and ERAP1 HTS inh -6.
Screening Cc1nn(CC(C)C)c(Cl)c1C(=O)NCC1CCCO1 (stereo not given) returned SIRT5 inh -2, Casp6 inh 1, ERp5 block 4, CFTR F508del cor 2.4, DENV2 CPE -12, ERAP1 HTS inh 5 and miR122 inh -2.
`C=C1C(=O)c2sccc2C(c2ccc(OC)c(OC)c2)C1COC(C)=O` (stereo not given) gave SIRT5 inh -2, Casp6 inh 1, ERp5 block 0, CFTR F508del cor -4.0, DENV2 CPE -4 and ERAP1 HTS inh 1.
For C[C@H](CO)N1C[C@H](C)[C@@H](CN(C)Cc2ccncc2)OCCCC[C@H](C)Oc2ccc(NC(=O)Nc3ccccc3)cc2C1=O the results were SIRT5 inh 2, Casp6 inh 1, ERp5 block 1, CFTR F508del cor 0.4, DENV2 CPE 3, ERAP1 HTS inh 4 and miR122 inh 4[16.7 µM].
Screening O=C(Cc1ccccn1)NCC[C@@H]1CC[C@@H](NC(=O)c2ccccc2F)[C@@H](CO)O1 returned SIRT5 inh -1, Casp6 inh 1, ERp5 block -2, CFTR F508del cor 2.9, DENV2 CPE 1 and ERAP1 HTS inh 7.
For C[C@H]1CCCCO[C@H](CN(C)Cc2ccccc2)[C@@H](C)CN([C@@H](C)CO)C(=O)c2cc(NC(=O)CCCN(C)C)ccc2O1 the results were SIRT5 inh -4, Casp6 inh -3, ERp5 block -5, CFTR F508del cor -0.7, DENV2 CPE inconclusive, ERAP1 HTS inh 3 and miR122 inh -1[16.7 µM].
For O=C(NCc1ccccc1)C(c1cccc2ccccc12)n1c(=O)c(-c2ccco2)nc2ccccc21 (stereo not given) the results were SIRT5 inh 0, Casp6 inh 4, ERp5 block -1, CFTR F508del cor -0.2, DENV2 CPE 7 and ERAP1 HTS inh 6.
For COc1ccc(NC(=O)N(C)C[C@H]2Oc3c(NS(=O)(=O)c4ccc(Cl)cc4)cccc3C(=O)N([C@H](C)CO)C[C@H]2C)cc1 the results were SIRT5 inh 5, Casp6 inh -6, ERp5 block 6, CFTR F508del cor -0.4, DENV2 CPE 49*, ERAP1 HTS inh 1 and miR122 inh -1[16.7 µM].
Screening CCCCCCC[C@@H](C/C=C/CCC(=O)O)OC returned SIRT5 inh 2, Casp6 inh 8, ERp5 block -1, CFTR F508del cor -1.1, DENV2 CPE -10, ERAP1 HTS inh -1 and miR122 inh -7.
COc1ccc(NC(=O)c2cc(C3CCCCN3C(=O)c3ccc4c(c3)CCO4)on2)c(C)c1 (stereo not given) was read as SIRT5 inh 0, Casp6 inh -2, ERp5 block 9, CFTR F508del cor -2.2, DENV2 CPE -4, ERAP1 HTS inh 1 and miR122 inh -2.
Screening CC(=NNS(=O)(=O)c1cccc([N+](=O)[O-])c1)c1ccc(-n2ccnc2)cc1 returned SIRT5 inh -3, Casp6 inh 2, CFTR F508del cor 0.1, DENV2 CPE 3, ERAP1 HTS inh 7 and miR122 inh -5.
For CNC(=O)C[C@@H]1CC[C@@H]2[C@H](COc3ccc(NC(=O)NC4CCCC4)cc3C(=O)N2C)O1 the results were SIRT5 inh -10, Casp6 inh -1, ERp5 block 2, CFTR F508del cor -0.1, DENV2 CPE 15, ERAP1 HTS inh 0 and miR122 inh -3[16.7 µM].
Screening Cc1cnc(CNC(=O)CC2C(=O)NCCN2Cc2ccccc2C(F)(F)F)cn1 (stereo not given) returned SIRT5 inh 0, Casp6 inh 1, ERp5 block -7, CFTR F508del cor -2.5, DENV2 CPE -3, ERAP1 HTS inh 0 and miR122 inh -3.

A portion of the results above, as a working copy:
Screening CC(=NNS(=O)(=O)c1cccc([N+](=O)[O-])c1)c1ccc(-n2ccnc2)cc1 returned SIRT5 inh -3, Casp6 inh 2, CFTR F508del cor 0.1, DENV2 CPE 3, ERAP1 HTS inh 7 and miR122 inh -5.
For CNC(=O)C[C@@H]1CC[C@@H]2[C@H](COc3ccc(NC(=O)NC4CCCC4)cc3C(=O)N2C)O1 the results were SIRT5 inh -10, Casp6 inh -1, ERp5 block 2, CFTR F508del cor -0.1, DENV2 CPE 15, ERAP1 HTS inh 0 and miR122 inh -3[16.7 µM].
Screening Cc1cnc(CNC(=O)CC2C(=O)NCCN2Cc2ccccc2C(F)(F)F)cn1 (stereo not given) returned SIRT5 inh 0, Casp6 inh 1, ERp5 block -7, CFTR F508del cor -2.5, DENV2 CPE -3, ERAP1 HTS inh 0 and miR122 inh -3.

Other results follow:
Screening O=C(Cc1ccccc1)NNC(=O)c1ccc(Br)o1 returned SIRT5 inh -4, Casp6 inh 3, ERp5 block 4, CFTR F508del cor 0.6, DENV2 CPE 5, ERAP1 HTS inh -5 and miR122 inh -2.
For COc1ccc(Cc2nnc(CCc3ccccc3)s2)cc1 the results were SIRT5 inh -1, Casp6 inh -2, ERp5 block 1, CFTR F508del cor 2.9, DENV2 CPE -2, ERAP1 HTS inh 1 and miR122 inh 2.
Screening O=C(C[C@@H]1CC[C@@H]2[C@H](COC[C@H](O)CN2C(=O)c2ccc3c(c2)OCO3)O1)NC1CCCC1 returned SIRT5 inh 0, Casp6 inh 0, ERp5 block -4, CFTR F508del cor 1.0, DENV2 CPE 0, ERAP1 HTS inh 3 and miR122 inh 4[16.7 µM].
`COc1ccc(CNc2nc(NC(C)=O)nn2-c2ccccc2)cc1` gave SIRT5 inh 0, Casp6 inh -3, ERp5 block 0, CFTR F508del cor -0.2, DENV2 CPE 0, ERAP1 HTS inh -6 and miR122 inh -1.
`OCCC1CN(Cc2cn[nH]c2C2CCCCC2)CCN1Cc1ccccc1` (stereo not given) gave SIRT5 inh 1, Casp6 inh 4, ERp5 block 2, CFTR F508del cor 1.7, DENV2 CPE -3, ERAP1 HTS inh -1 and miR122 inh -5.
Screening O=C(NC1CCS(=O)(=O)C1)c1ccc2c(c1)OCO2 (stereo not given) returned SIRT5 inh -1, Casp6 inh 4, ERp5 block -5, CFTR F508del cor -0.2, DENV2 CPE -4, ERAP1 HTS inh 0 and miR122 inh 0.
For COc1ccccc1CN1CC[C@H]2[C@H](CO)Nc3ccc(-c4ccc(C(=O)N(C)C)cc4)cc3[C@H]21 the results were SIRT5 inh 3, Casp6 inh 7, ERp5 block -4, CFTR F508del cor 1.5, DENV2 CPE -14, ERAP1 HTS inh -5 and miR122 inh -21[16.7 µM].
Screening COc1cccc(C(c2nnnn2-c2c(C)cccc2C)N2CCN(C/C=C/c3ccccc3)CC2)c1OC (stereo not given) returned SIRT5 inh -3, Casp6 inh -3, ERp5 block 5, CFTR F508del cor 3.5, DENV2 CPE -5, ERAP1 HTS inh 0 and miR122 inh -1.
Screening CC1=C(C(=O)N2CCOCC2)C(c2ccc(-c3ccccc3)cc2)NC(=S)N1 (stereo not given) returned SIRT5 inh 7, Casp6 inh 1, ERp5 block 1, CFTR F508del cor -5.4, DENV2 CPE -6, ERAP1 HTS inh -3 and miR122 inh -1.
Screening CC(=O)c1cccc(NC(=O)CN(C)S(=O)(=O)c2ccccc2)c1 returned SIRT5 inh -2, Casp6 inh 2, ERp5 block 6, CFTR F508del cor -0.4, DENV2 CPE 3 and ERAP1 HTS inh 6.
Cc1cccc(NC(=O)C(C)OC(=O)c2ccccc2NS(=O)(=O)c2cc(C)c(C)c([N+](=O)[O-])c2)c1 (stereo not given) was read as SIRT5 inh 0, Casp6 inh -3, ERp5 block 2, DENV2 CPE 14 and ERAP1 HTS inh -2.
COc1ccccc1NC(=O)CCCC(=O)OC(C)C(=O)c1ccccc1 (stereo not given) was read as SIRT5 inh 0, ERp5 block -2, CFTR F508del cor -3.1, DENV2 CPE 2, ERAP1 HTS inh 5 and miR122 inh 2.
